High-throughput results (PubChem)
Pf Dd2 growth: Plasmodium falciparum Dd2 growth inhibition. P. falciparum Dd2 growth, SYBR Green, 72 h. Potency, µM (highest dose often 28.9 µM), for inactives: top-dose activity, negative = inhibition, hits mostly inhibitors. 120,000 compounds, 4.3% hits; active = well fitted inhibition curve with a large enough effect; inconclusive = small, poorly fitted or top-dose-only effect; inactive = no such curve, though single readings can be large or run the other way;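 also: plate controls were DMSO vehicle for no effect and reference drug for full effect; nearly all actives have a fitted effect of over 65% in size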
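Infected erythrocytes (Dd2, 0.3% parasitemia, 2.5% hematocrit final) are added to compound in RPMI-1640/Albumax II medium, grown 72 h at 37C in low oxygen, then lysed with saponin/Triton-X containing SYBR Green and read by fluorescence.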
Starred values were filed as active, the others as inactive; i = inactive; ? = inconclusive; [ ] = dose if it differs, or a comment. Potency is read from the fitted curve at half-maximal effect. An excerpt; the hit share may differ from the screen's.

A first look (5 entries):
canonical_smiles	Pf Dd2 growth
COc1ccc(CCNC(=O)CCc2c(C)nc3c(c(C)nn3-c3ccc(C)c(C)c3)c2C)c(OC)c1OC	?
NC(=O)[C@@H]1CN(C(=O)c2cocn2)C[C@H]1COc1ccccc1	8.3%
Cc1ccc(C(=O)N2C[C@@H](CO)[C@H](c3ccncc3)C2)cc1F	7.9%
O=C(CCC(=O)N1CCOc2ccccc21)NCc1cccs1	i
CCOc1ccccc1C(=O)N1CCN(c2cc(-c3ccc(Cl)cc3)[nH]n2)CC1	?

Results, from the start:
canonical_smiles	Pf Dd2 growth
COc1ccc(CCNC(=O)CCc2c(C)nc3c(c(C)nn3-c3ccc(C)c(C)c3)c2C)c(OC)c1OC	?
NC(=O)[C@@H]1CN(C(=O)c2cocn2)C[C@H]1COc1ccccc1	8.3%
Cc1ccc(C(=O)N2C[C@@H](CO)[C@H](c3ccncc3)C2)cc1F	7.9%
O=C(CCC(=O)N1CCOc2ccccc21)NCc1cccs1	i
CCOc1ccccc1C(=O)N1CCN(c2cc(-c3ccc(Cl)cc3)[nH]n2)CC1	?
NC(=O)c1ccc(NC(=O)C2CC(=O)N(c3n[nH]c4cc(Br)ccc34)C2)cc1 (stereo not drawn)	5.5%
COc1cccc(-n2c(=O)c3c(C)c(C)sc3n(CC(=O)Nc3ccccc3OC)c2=O)c1	i
NC(=O)CN1C(=O)[C@@H]2CN(S(=O)(=O)c3cccs3)CCN2C1=O	18.0%[44.1 µM]
N#Cc1cccc(-c2ccnc(N[C@H]3CO[C@H]4[C@@H]3OC[C@H]4OC(=O)Nc3ccccc3)n2)c1	i
COc1ccc(C(=O)N(Cc2ccc(N(C)C)cc2)Cc2ccco2)cc1Cl	13.2%
COc1ccc(N2CCN(CCCNC(=O)c3cc(Nc4ccc(OC)cc4OC)nc4ccccc34)CC2)cc1	-11.8%
CCOC(=O)C(=O)Nc1c(C(=O)Nc2cccc(F)c2)oc2ccccc12	44.7%[activator]
O=C1Nc2ccccc2CN(CC2CCCCC2)C12CCNCC2	11.2µM*
CC(=O)N1CCC(NC[C@H]2Cn3c(-c4ccc(F)cc4)cnc3CO2)CC1	-12.3%[44.1 µM]
CCc1ccc2oc(-c3ccc(C)c(NC(=O)/C=C/c4ccco4)c3)nc2c1	?
O=C(CSc1nc2ccccc2n1Cc1c(F)cccc1Cl)N1CCN(c2ccc(F)cc2)CC1	-20.8%
CCN1CC(C(=O)NCc2csc(-c3ncccn3)n2)CCC1=O (stereo not drawn)	-3.2%
Cc1cccc(N2CCN(c3ncnc4c3nc3n4CCCCC3)CC2C)c1 (stereo not drawn)	?
COCCNC(=O)C1COC2(CCN(C(=O)c3ccccc3F)CC2)N1C(=O)c1cccc(C)c1 (stereo not drawn)	i
COc1ccc(-c2nc(CS(=O)CC(=O)NCc3ccccc3Cl)c(C)o2)cc1OC (stereo not drawn)	-5.4%
O=C(Nc1c(-c2ccccc2)nc2ccccn12)c1ccc(Br)cc1	-23.7%
COc1ccc(-c2cc(C(F)(F)F)nc(NCc3ccc(F)cc3)n2)cc1	?
CN1CCC(N2C[C@@H]3C[C@H](C2)c2c(NC(=O)NC4CCCCC4)ccc(=O)n2C3)CC1	5.2%[44.1 µM]
CCOC(=O)c1ccc(NC(=O)N2CCC3(CC2)SCC(=O)N3Cc2ccco2)cc1	?
CCn1cc(CN2CCC(N3CC(OCCOC)C34CCCCC4)CC2)cn1 (stereo not drawn)	?
O=C(Cn1cccc1-c1nc(-c2ccc3c(c2)OCO3)no1)Nc1ccccc1Cl	i
O=C(NC[C@H]1O[C@@H](CC(=O)N2CCOCC2)[C@H](O)[C@@H]1O)Nc1cccc(F)c1	10.8%[44.1 µM]
COc1ccc(N2CCN(C3(c4ccccc4)C(=O)c4ccccc4C3=O)CC2)cc1	-5.0%
O=C([C@@H]1C[C@H](F)CN1C(=O)Nc1ccc(Cl)cc1)N1CCCCC1	23.9%
CCOc1ccc(-c2nc3c(C#N)c[nH]n3c2NC2CCCC2)cc1	i
CN(C)C(=O)N1CCn2nc(CNC(=O)c3cc4ccccc4n3C)cc2C1	-5.3%
O=C(CC1Oc2ccccc2NC1=O)NCc1ccc(F)cc1 (stereo not drawn)	11.1%
COc1ccc(CCNC(=O)Cc2c(C)c3cc4c(C(C)(C)C)coc4c(C)c3oc2=O)cc1OC	i
CCn1ncc(NC(=O)Cn2ncc3cc(-c4cccc(OC)c4)ccc32)n1	-14.1%
CCNC(=O)c1cccnc1OC1CCN(C(=O)c2sccc2C)C1 (stereo not drawn)	24.0%
O=C(NCc1ccnc2[nH]ccc12)c1ccc(Cl)cc1	-11.7%[44.1 µM]
Cc1nn2c(c1-c1ccccc1OCc1ccccc1)N(C(=O)Cc1ccc3c(c1)OCO3)CCC2	-12.7%
CC1=C[C@@H](CN2CCC[C@H]2CO)[C@H](C(C)C)C[C@H]1Cc1nnc(-c2ccc(N(C)C)cc2)o1	1.41µM*
COc1ccc(CNC(=O)C(C)n2c(=O)cc(C)c3c(C)nn(-c4ccccc4)c32)cc1 (stereo not drawn)	18.8%
Cc1ccc(O)c(NC(=O)CCS(=O)(=O)c2nc(-c3ccc4c(c3)OCO4)cc(C(F)(F)F)n2)c1	-20.1%
CCCSc1ncc(Cl)c(C(=O)N(Cc2ccccc2)c2ccc(OC)cc2)n1	?
COc1ccc(CN2CCCC3(Cc4ccccc4CN(C(C)=O)C3)C2)cc1 (stereo not drawn)	?
O=C1NC(=NC2CCCCC2)C2(CCCN(CC3CC3)C2)N1c1cc(F)cc(F)c1 (stereo not drawn)	?
COCCNC(=O)[C@H]1C[C@H](Oc2cccnc2)CN1S(=O)(=O)c1ccc(OC)cc1	22.6%
CC(C)NC(=O)C1COC2(CCN(C(=O)c3ccc(Cl)cc3)CC2)N1C(=O)c1cccc(F)c1 (stereo not drawn)	?
O=C1CC2(CCN(C(=O)c3cnc4ccccn4c3=O)C2)C(=O)N1 (stereo not drawn)	27.9%
CCCN1C(=O)C(Cc2nc3ccccc3c(=O)n2CC)c2ccccc21 (stereo not drawn)	?
O=C(c1ccccc1Cl)N1CCn2c(nn(-c3ccc([N+](=O)[O-])cc3)c2=O)C1	-2.0%
O=[S+]1([O-])NC2(CCN(Cc3ccccn3)C2)COc2ccncc21 (stereo not drawn)	57.3%[activator]
COCCN1C(=O)CS(=O)(=O)C12CCN(C(=O)Cn1c(=O)oc3ccccc31)CC2	-4.3%

Remaining list, next part:
canonical_smiles	Pf Dd2 growth
CCOc1ccc(NC(=O)c2cccc(N3CCCS3(=O)=O)c2)cc1	22.4%
COCc1ncc(C)n1C1CCCN(C(=O)c2ccc(C)s2)C1 (stereo not drawn)	6.6%
CCc1cccc(NC(=O)Cn2c(C(=O)OC)cc3sc(Cl)cc32)c1	?
Cc1cc2c(SCC(=O)N3CCOCC(CO)C3)ncnc2s1 (stereo not drawn)	-11.8%
CCCCN(Cc1ccco1)C(=O)c1cc2c(s1)-c1c(C)cccc1OC2	?
Cc1ccc(-c2nnc(NC(=O)c3ccc4c(c3)OCCO4)o2)c(C)c1	60.8%[activator]
Cc1ccc(N(C)C(=O)C2CCN(S(=O)(=O)c3cn(C)cn3)CC2)cc1	16.9%
CN1c2cccnc2CNCC[C@H]1CO	0.4%[76.6 µM]
O=C1Nc2ccccc2CN(Cc2ccc(Cl)cc2)C12CCNCC2	7.08µM*
CCCNC(=O)c1c(C)nn(-c2cccc(C)c2)c1-n1cccc1	45.0%[activator]
CC(Oc1ccc(Br)cc1)C(=O)Nc1ncn[nH]1 (stereo not drawn)	8.9%
O=C1NC2(CCCN(Cc3ccccn3)C2)COc2ccccc21 (stereo not drawn)	0.631µM*
O=C(Nc1ccc(F)cc1C(F)(F)F)C1CCN(c2ncccn2)CC1	i
CCOc1ccccc1C(=O)N1CCCn2ccnc2C1CC (stereo not drawn)	i
CC(=O)N1CCN(C(=O)c2cc(CC(C)C)[nH]c(=O)n2)CC(O)C1 (stereo not drawn)	-17.8%
O=C(c1cc2ccccc2o1)N1CCC2(COc3ncccc3S(=O)(=O)N2)C1 (stereo not drawn)	20.6%
COc1ccc(-c2[nH]nc3ncc(-c4ccccc4O)nc23)c(C)c1	i
O=C(C1CC1)N1CCCC1c1noc(COc2ccc(F)cc2)n1 (stereo not drawn)	-5.4%
COc1cccc(CN2CCC3(CC2)COc2ccccc2C(=O)N3)c1	i
Cc1cccc(N2Cc3c(ncnc3N3CCC(N4CCOCC4)CC3)CN(C)C2=O)c1	12.4%
CN(CC1CCOCC1)C(=O)c1ccccc1Cl	22.6%
OCc1ccc(CN2C[C@H](O)C[C@H]2c2nc(-c3ccc4c(c3)OCO4)no2)o1	?
O=C([C@@H]1C[C@H](Oc2cccnc2)CN1C(=O)c1cccnc1)N1CCCC1	15.3%
CCOC(=O)c1cc(-c2ccc(C)cc2)n(CC(=O)Nc2cccc(C(C)=O)c2)c1C	i
Cc1cccc(Cl)c1CNC(=O)c1c(C)noc1-c1ccccc1Cl	i
COc1ccc(-n2c(=O)c3c4c(sc3n(Cc3ccc(F)cc3)c2=O)CN(C(C)=O)CC4)c(OC)c1	?
CCCOc1ccc(C2c3c(-c4ccccc4O)n[nH]c3C(=O)N2Cc2ccncc2)cc1OCC (stereo not drawn)	?
Cc1ccc(S(=O)(=O)Cc2noc([C@@H]3C[C@@H](O)CN3Cc3cccnc3)n2)cc1	-14.0%[44.1 µM]
C[C@]1(O)CCN(C(=O)c2cc(-c3ccsc3)n[nH]2)C[C@@H]1O	-9.3%
Cn1cc(CCC(=O)N[C@@H]2CCOC[C@H]2Oc2ccc(C(=O)O)cc2)cn1	7.2%
Cc1ccc2cccc(NC(=O)c3ccc(-c4cc(Cl)ccc4Cl)o3)c2n1	13.0%
Cc1ccc(-c2cnc(C3CC3)o2)cc1S(=O)(=O)Nc1cccc(C#N)c1	-2.7%
CNc1nc(C(=O)N2CCC3(CCCN(CCOC)C3=O)C2)cs1 (stereo not drawn)	1.4%
CC1=NS(=O)(=O)N(C)C=C1C(=O)OCc1nc(-c2cccc(Cl)c2)no1	100.5%[activator]
COc1nc2nc(CCc3ccccc3)n(C)c2cc1-c1ccncc1	-11.6%[44.1 µM]
CCOCCCNC(=O)c1c(OCC)cc(=O)n2c1CCCCC2	1.6%
O=S(=O)(NCC(c1ccco1)S(=O)(=O)c1cccs1)c1ccccc1 (stereo not drawn)	41.1%[activator]
CC(C)C(=O)NC1CCN(c2cnn(C)c(=O)c2)CC1	22.4%
CCCc1ncncc1C(=O)N(CCO)Cc1nccn1C	-13.0%
Cc1ccc(CN2C(=O)CC(c3ccc(Cl)cc3)c3c(C)nn(-c4nc(C)cc(C)n4)c32)cc1 (stereo not drawn)	?
CCOC(=O)c1ccc(CN(Cc2ccccc2)S(=O)(=O)c2ccc(Cl)cc2)cc1	0.5%
CN1CCCC2(CCN(c3ccc(C#N)cn3)C2)C1=O (stereo not drawn)	-5.0%
O=C1NCCCCCCN(CC2CCCCC2)[C@H]2CCC[C@@H]12	?
COc1ccc2cc(C(=O)N3CC(N(Cc4cccnc4)S(C)(=O)=O)C3)[nH]c2c1	-17.3%
CCCC(C)N1CC2(CCN(C(=O)c3ccc(C(C)=O)s3)CC2)OC1=O (stereo not drawn)	7.0%
CCNc1ncc(C(=O)N[C@H](C2CCNCC2)C2CC(O)C2)cn1 (stereo partly drawn)	-9.7%
COC1CN(C2CCN(C(=O)c3cnccn3)CC2)C12CCOCC2 (stereo not drawn)	-4.9%
CCOC(=O)c1[nH]c2ccccc2c1NC(=O)c1cc(OC)cc(OC)c1	?
Cc1cc(C)cc(NC(=O)Cn2nnc(C(=O)NCc3ccccc3Cl)c2N)c1	-12.7%
COc1ccc(NC(=O)CSc2c3c(nc4ccccc24)CCC3)cc1Cl	50.8%[activator]

(continued)
canonical_smiles	Pf Dd2 growth
Cn1cnc(C(=O)N2CCC(N(Cc3ccccc3)C3CCOCC3)CC2)c1	-7.5%
COc1ccc(CNC(=O)c2ccc3c(c2)N(Cc2cccc(Cl)c2)C(=O)c2ccccc2S3)c(OC)c1	11.2µM*
Cn1nc(C(=O)NCC23CCCC=C2NC(=O)CC3)c2ccccc21 (stereo not drawn)	-21.0%
Cc1ccc(CN2C(=O)[C@@H]3C[C@@H](O)CN3C3(CN(CC(C)C)C3)C2=O)o1	-6.0%[44.1 µM]
O=C(c1nnc(CNC2CC2)n1-c1ccccc1)N1CCC[C@@H]1C(c1ccccc1)c1ccccc1	-20.7%
CC(C(=O)N1CCn2nc(Cc3ccccc3)cc2C1)c1ccc(O)cc1 (stereo not drawn)	?
O=C1[C@@H]2C[C@@H](O)CN2C2(CN(Cc3cccc(F)c3)C2)C(=O)N1Cc1ccccc1F	?
CC(=O)N1CCC(C(=O)NCC2CCN(c3cc(-c4ccc(C)cc4)[nH]n3)CC2)CC1	i
O=S(=O)(NCC(c1ccco1)S(=O)(=O)c1ccccc1)c1cc(F)ccc1F (stereo not drawn)	i
O=C1NCCN1C1CCN(S(=O)(=O)c2ccccc2)CC1	21.5%
Cc1cc(C)cc(C(=O)NCCc2sc(-c3ccc(F)cc3)nc2C)c1	12.4%
Cc1cccc(CN2CCC3(CC2)CC2C(=O)NCCN2C3)c1 (stereo not drawn)	?
Cc1noc(C)c1Cc1ccc(C(=O)NCC23CCCC=C2NC(=O)CC3)o1 (stereo not drawn)	?
Cc1ccc(N2CCN(C(=O)c3noc(-c4ccc5c(c4)OCO5)n3)CC2)c(C)c1	11.9%
